IDE inh: human IDE inhibitors in live cells, primary screen, fluorescence polarization, HEK cells, FAbetaB substrate | FAbetaB cleavage | inhibition, % at 5.59 µM | 320,000 compounds, 0.41% hits;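 active = percent inhibition above the average of all tested compounds plus 3 SD, set per screening campaign, cut at about 16% in these data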;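 also: IDE supplied by intact live HEK cells; FP after avidin binding of uncleaved biotin substrate so inhibition keeps polarization high; 0% = DMSO wells and 100% = 60 µM reference IDE inhibitor Ii1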
Target sequence (P14735 whole entry, looked up): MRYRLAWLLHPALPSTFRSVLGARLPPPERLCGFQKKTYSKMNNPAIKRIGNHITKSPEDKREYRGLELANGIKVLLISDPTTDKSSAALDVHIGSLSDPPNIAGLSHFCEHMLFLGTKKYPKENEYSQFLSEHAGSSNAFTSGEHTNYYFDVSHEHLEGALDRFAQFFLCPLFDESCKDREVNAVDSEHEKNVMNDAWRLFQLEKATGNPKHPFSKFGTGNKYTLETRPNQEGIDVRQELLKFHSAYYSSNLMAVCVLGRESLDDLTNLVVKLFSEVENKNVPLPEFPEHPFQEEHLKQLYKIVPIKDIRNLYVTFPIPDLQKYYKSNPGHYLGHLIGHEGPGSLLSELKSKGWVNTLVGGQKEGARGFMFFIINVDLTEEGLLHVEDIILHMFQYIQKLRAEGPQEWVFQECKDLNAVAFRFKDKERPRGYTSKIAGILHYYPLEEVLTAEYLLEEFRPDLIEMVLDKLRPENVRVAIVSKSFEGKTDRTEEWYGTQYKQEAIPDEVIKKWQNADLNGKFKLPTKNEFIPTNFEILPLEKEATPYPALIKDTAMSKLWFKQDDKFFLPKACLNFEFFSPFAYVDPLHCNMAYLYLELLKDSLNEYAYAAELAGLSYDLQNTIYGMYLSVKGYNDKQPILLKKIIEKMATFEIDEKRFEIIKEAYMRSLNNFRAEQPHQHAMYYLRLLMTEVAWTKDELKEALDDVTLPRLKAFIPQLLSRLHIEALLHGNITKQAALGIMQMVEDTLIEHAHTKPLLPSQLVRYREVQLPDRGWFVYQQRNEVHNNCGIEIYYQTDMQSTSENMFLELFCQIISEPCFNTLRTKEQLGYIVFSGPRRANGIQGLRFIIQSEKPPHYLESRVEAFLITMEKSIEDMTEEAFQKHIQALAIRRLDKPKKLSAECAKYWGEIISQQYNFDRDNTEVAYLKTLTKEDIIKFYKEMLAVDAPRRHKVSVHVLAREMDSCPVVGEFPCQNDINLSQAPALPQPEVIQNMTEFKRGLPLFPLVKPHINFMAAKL
IDE act: human IDE activators in live cells, primary screen, fluorescence polarization, HEK cells, FAbeta-B substrate | Insulin-degrading enzyme (Homo sapiens), P14735 | FAbeta-B cleavage; 0% vehicle, 100% cell-free pure enzyme wells | activation, % at 5.96 µM | 340,000 compounds, 0.073% hits | AID 493087, 2011;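 active = activation above the mean of all tested compounds plus 3 SD, set per screening campaign, cut at about 17% in these data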
* = called active by the depositor.

Each structure is followed by: IDE act, IDE inh
COc1cc(C(=O)NCC(=O)NNC(=O)CN(C)S(=O)(=O)c2ccc(Cl)cc2)cc(OC)c1OC
→ 0, 1
COc1ccc(Cl)cc1NC(=O)CN(C)C(=O)CCCNC(=O)c1ccc(Cl)cc1
→ 1, -2
CC(=O)Nc1ccc(NC(=O)CSc2nnc(-c3cccnc3)o2)cc1
→ -1, -2
CCN(c1ccccc1)S(=O)(=O)c1ccc(C(=O)Nc2cccc(C)n2)cc1
→ 5, 0
O=C(COc1coc(CN2CCN(c3ccc(F)cc3)CC2)cc1=O)Nc1ccccc1
→ 1, 2
COc1ccccc1CCC(=O)OCC(=O)Nc1ccc(C)c(S(=O)(=O)N2CCCCC2)c1
→ 3, 6
O=[N+]([O-])c1cccc(CP(=O)(c2ccccc2)c2ccccc2)c1
→ 6, -3
CCC1(CC)NC(=O)N(CC(=O)OCc2nc3cc(C(=O)OC)ccc3c(=O)[nH]2)C1=O
→ 4, -1
O=C(c1ccc2c(c1)OCCO2)N1CCN(c2ncc(C(F)(F)F)cc2Cl)CC1
→ -3, 7
COc1ccc(S(=O)(=O)N2CCOC23CCN(C(=O)c2ccccc2OC)CC3)cc1
→ 5, 8
CC(OC(=O)Cn1ccccc1=O)C(=O)Nc1cc(Cl)cc(Cl)c1 (stereo not drawn)
→ -1, 0
O=C(COC(=O)C1CCCC1)Nc1cccc(Cl)c1Cl
→ 1, 4
Cc1noc(C)c1COC(=O)c1csc2c1CCC(C)C2 (stereo not drawn)
→ -1, -2
O=C(N[C@@H](Cc1ccccc1)C(=O)OCc1ccccc1)c1nc[nH]c1C(=O)N1CCNCC1
→ -1, -2
COc1ccc(CCNC(=O)c2ccccc2OCc2c(C)noc2C)cc1
→ 4, 2
O=C(OCC(=O)N1CCC(Cc2ccccc2)CC1)c1cncc(Br)c1
→ 0, 0
CCNC(=O)N1CCN(S(=O)(=O)c2ccc3c(c2)OCCCO3)CC1
→ 7, 0
CCC(C)Sc1cc(-c2nc3cc(C)ccn3c2NC2CCCCC2)ccc1OC (stereo not drawn)
→ 4, 4
CN(CC(=O)Nc1ccc(F)cc1)C(=O)COC(=O)C1CCN(c2ccc(C(F)(F)F)cn2)CC1
→ 5, 1
CCOC(=O)C1=C(COC(=O)CCOc2cc(C)ccc2C)NC(=O)NC1C (stereo not drawn)
→ 4, -1
CC(=O)NC(CC(=O)NNC(=O)c1cccs1)c1ccccc1 (stereo not drawn)
→ 1, 5
CCC(C)N(C(=O)Cn1nc(C)c([N+](=O)[O-])c1C)C1CCS(=O)(=O)C1 (stereo not drawn)
→ 1, 6
Cc1ccccc1S(=O)(=O)N1[C@@H](c2ccccc2)C(C(=O)O)=CC[C@H]1c1ccc(Cl)cc1
→ -5, -1
O=S(=O)(c1ccc(SCCOc2ccccc2Cl)nc1)N1CCCC1
→ -3, -1
O=C(Cn1[nH]c(=O)c2ccccc2c1=O)OCC(=O)c1ccccc1Cl
→ 3, 0
Cc1ccc(OC(C)C(=O)Nc2ccc(Cl)cn2)c([N+](=O)[O-])n1 (stereo not drawn)
→ 2, 1
Cc1noc(C)c1NC(=O)Nc1cccc2c1O[C@H](CN(C)S(=O)(=O)c1cccs1)[C@@H](C)CN([C@H](C)CO)C2=O
→ -2, 9
O=C(CN1C(=O)C2CC=CCC2C1=O)Nc1ccccc1N1CCCC1 (stereo not drawn)
→ -5, -7
COc1ccc([C@H]2CC(=O)C=C(/C=C/c3ccc(C(F)(F)F)cc3)C2)cc1
→ 0, 0
COc1ccccc1C(=O)NC(CCSC)C(=O)OCC(=O)N1CCCC1=O (stereo not drawn)
→ 2, -2

As a short view, some entries already given.
Each structure is followed by: IDE act, IDE inh
COc1cc(C(=O)NCC(=O)NNC(=O)CN(C)S(=O)(=O)c2ccc(Cl)cc2)cc(OC)c1OC
→ 0, 1
COc1ccc(Cl)cc1NC(=O)CN(C)C(=O)CCCNC(=O)c1ccc(Cl)cc1
→ 1, -2
CC(=O)Nc1ccc(NC(=O)CSc2nnc(-c3cccnc3)o2)cc1
→ -1, -2

Continued.
Each structure is followed by: IDE act, IDE inh
Cc1ccc2c(c1)c1c(n2CCc2ccc(C)nc2)CCN(C)C1
→ 6, 0
Cc1cccc(NC(=O)CSCC(=O)N2CCCc3ccccc32)c1
→ 5, 2
CCOc1cc(C(=O)OCc2ccc(OC)cc2)ccc1OCC(=O)N1CCOCC1
→ -3, 4
COc1cccc(CC(=O)Nc2ccc(S(=O)(=O)Nc3nccs3)cc2)c1
→ 6, 3
CCCCCCCNC(=O)C1(CC2CC(c3cccc(Br)c3)=NO2)CCN(C(=O)c2cc(OCC)c(OCC)c(OCC)c2)CC1 (stereo not drawn)
→ 0, 6
O=C(Nc1ccn(CC(=O)N2CCN(c3ccccn3)CC2)c(=O)n1)OCc1ccccc1
→ -1, 9
O=C1C=C(/C=C/c2ccccc2)C[C@@H](c2ccc(F)cc2)C1
→ 6, 5
COc1ccc(C2=CC(=O)C[C@H](c3ccc(OC)cc3)C2)cc1
→ -3, 2
O=C(NCC(=O)N1CCCC(C(F)(F)F)C1)c1ccc(Br)o1 (stereo not drawn)
→ 6, 0
Cc1cccc(Oc2ccccc2NS(=O)(=O)c2ccc(CCC(=O)O)cc2)c1
→ -4, 1
CC(=O)NS(=O)(=O)c1ccc(NC(=O)c2cccc(OCc3c(C)noc3C)c2)cc1
→ 5, 5
COc1ccc(/C=C/C(=O)N2CCN(S(=O)(=O)c3ccccc3Br)CC2)cc1OC
→ -8, -5
CCN(C(=O)CSc1nncn1-c1ccccc1)C1CCS(=O)(=O)C1 (stereo not drawn)
→ 4, -1
CCCCn1c(N)c(N(CCC(C)C)C(=O)C2=NN(c3ccccc3)C(=O)CC2)c(=O)[nH]c1=O
→ 2, 5
O=C(NCCC1=CCCCC1)c1cc(S(=O)(=O)N2CCOCC2)ccc1Cl
→ 4, -3
O=C(COC(=O)Cn1cc(C(F)(F)F)ccc1=O)Nc1ccccc1
→ 1, 2
CCOC(=O)c1c[nH]c(=S)n(-c2ccccc2)c1=O
→ 3, -4
CN(C(=O)C1CCCC1)C1CCS(=O)(=O)C1 (stereo not drawn)
→ -1, -1
Cc1ccc(C(=O)NCC(=O)N2CCCN(C)CC2)cc1C
→ 0, 1
Cc1c(NC(=O)C(C)Sc2nc(N)cc(=O)[nH]2)c(=O)n(-c2ccccc2)n1C (stereo not drawn)
→ 9, 2
O=C(COC(=O)CSc1ccc(Br)cc1)NCc1ccco1
→ 7, -4
O=C(c1cccc(S(=O)(=O)N2CCN(c3ccc(F)cc3)CC2)c1)N1CCCC(C(F)(F)F)C1 (stereo not drawn)
→ 0, -4
O=C(NCC1CCCO1)c1cn(Cc2ccccc2)nc1-c1ccccc1 (stereo not drawn)
→ 2, -2
COc1ccc(S(=O)(=O)N2CCCCC2)cc1NC(=O)c1[nH]c(C)c(C(C)=O)c1C
→ 4, 4
COc1ccc(CN2C(=O)C(CC(C)C)Nc3ncnc(N4CCOCC4)c32)cc1 (stereo not drawn)
→ -2, 0
COc1ccc2c(c1)OC[C@H]1[C@H]2N2C(=O)CN(Cc3ccc(Cl)cc3)C(=O)[C@@]2(C)[C@H]1c1ccccc1
→ 2, 2
Nc1nc2nc[nH]c2c(=O)[nH]1
→ 5, 1
COc1ccc(S(=O)(=O)Nc2cccc(S(=O)(=O)N3CCCCC3)c2)cc1
→ -1, 3
Cc1cc(C)c(C)c(S(=O)(=O)N2CCC(C(=O)NNC(=O)c3ccccc3O)CC2)c1C
→ 6, -2
Cc1ccc(C)c(COC(=O)c2cc([N+](=O)[O-])ccc2N2CCOCC2)c1
→ 2, -1

Grouped by structure: those above with a nitro group on carbon (4)
Each structure is followed by: IDE act, IDE inh
O=[N+]([O-])c1cccc(CP(=O)(c2ccccc2)c2ccccc2)c1
→ 6, -3
CCC(C)N(C(=O)Cn1nc(C)c([N+](=O)[O-])c1C)C1CCS(=O)(=O)C1 (stereo not drawn)
→ 1, 6
Cc1ccc(OC(C)C(=O)Nc2ccc(Cl)cn2)c([N+](=O)[O-])n1 (stereo not drawn)
→ 2, 1
Cc1ccc(C)c(COC(=O)c2cc([N+](=O)[O-])ccc2N2CCOCC2)c1
→ 2, -1

Following part.
Each structure is followed by: IDE act, IDE inh
O=C(c1cn(Cc2ccccc2)nc1-c1cccnc1)N1CCN(Cc2c(F)cccc2Cl)CC1
→ 2, 7
CCCCn1c(N)c(N(CC(C)C)C(=O)CN(C)S(=O)(=O)c2ccc(F)cc2)c(=O)[nH]c1=O
→ 0, 3
O=C(CCCOc1ccccc1)Nc1cccc(S(=O)(=O)N2CCCCC2)c1
→ 10, -1
CCCC1(c2ccccc2)NC(=O)N(CC(=O)Nc2ccc3c(c2)OCCO3)C1=O (stereo not drawn)
→ 0, 0
O=C(C[C@@H]1C/C=C\CCC(=O)OC[C@@H]2CCCN2C1=O)N[C@@H](CO)Cc1ccccc1
→ 5, 0
CCOc1ccc(OCc2ccc(C(=O)Nc3cccnc3)cc2)cc1
→ -4, 0
O=C(CNC(=O)c1ccccc1F)OCc1nc2ccc(Cl)cc2n1CCO
→ 4, 0
Brc1ccccc1-c1nc2c3ccccc3ncn2n1
→ -4, 8
COCCN(C(=O)CSc1nnc(-c2ccc(C(C)(C)C)cc2)n1N)c1c(N)n(CC(C)C)c(=O)[nH]c1=O
→ -4, 5
CC(C)CN(C(=O)CSc1nncn1C)C1CCS(=O)(=O)C1 (stereo not drawn)
→ 1, 3
O=C(OCC(=O)N1CCCCCC1)c1cnc(Cl)c(Cl)c1
→ 1, 4
Nc1nnc(SCC(=O)NC2CCCCCCC2)s1
→ 1, -2
Cc1noc(C)c1S(=O)(=O)Nc1ccc2c(c1)C(=O)N([C@H](C)CO)C[C@H](C)[C@@H](CN(C)Cc1ccc(C(=O)O)cc1)O2
→ -3, 8
CCOc1ccccc1OCC(=O)OC(C)C(=O)Nc1ncc(Cl)cc1Cl (stereo not drawn)
→ -2, -4
O=C(COC(=O)/C=C/c1cccc(Cl)c1)Nc1ccc(N2CCOCC2)cc1
→ 1, 1
O=C(NNC(=O)C12CC3CC(CC(Cl)(C3)C1)C2)c1ccncc1
→ 0, 5
COc1ccc(Cl)cc1NC(=O)CN(C)C(=O)/C=C/c1ccco1
→ 4, 4
O=C(NCc1cccnc1)c1ccc(S(=O)(=O)Nc2ccccc2)cc1
→ -3, -2
O=C(c1cccc(S(=O)(=O)N2CCCc3ccccc32)c1)N1CCN(c2ccccc2)CC1
→ 1, 2
COc1ccc(NC(=O)CSc2nnc(C3CC3)n2C)cc1S(=O)(=O)N1CCOCC1
→ 1, -1
Cc1cc(SCC(=O)Nc2ccc3[nH]c(=O)[nH]c3c2)nc2ccccc12
→ -3, 1
O=C(NCc1cccc(C(F)(F)F)c1)N1CCN(C(=O)c2ccccc2)CC1
→ -1, 4
Cc1cccc(C)c1NC(=O)CN1CCN(CCCC(c2ccc(F)cc2)c2ccc(F)cc2)CC1
→ 13, 4
Cc1ccc(Cl)cc1NC(=O)COC(=O)CC1CCCCC1
→ 1, -3
COCCN(CC(=O)Nc1cccc(C)c1C)C(=O)c1cc2ccccc2cc1OC
→ 0, -4
O=C(CSc1nc(=O)n2cc(Cl)ccc2n1)NCCc1ccccc1
→ -3, 0
C=CC[C@H](CC(=O)N(CCO)Cc1ccccc1)C(=O)N[C@@H](COC(=O)[C@@H](CC=C)Cc1ccc(F)cc1)Cc1ccccc1
→ 5, 3
O=C(CCNS(=O)(=O)c1ccccc1)NNC(=O)c1cccc(Cl)c1
→ 5, 1
c1cnc2cc(-c3ccsc3)ncc2c1
→ 0, -1
O=C(Nc1cc(S(=O)(=O)N2CCOCC2)ccc1N1CCOCC1)c1ccc([N+](=O)[O-])s1
→ 1, 4

Given with values ahead of the structure: entries from further up.
IDE act	IDE inh	mol
-3	1	Cc1cc(SCC(=O)Nc2ccc3[nH]c(=O)[nH]c3c2)nc2ccccc12
-1	4	O=C(NCc1cccc(C(F)(F)F)c1)N1CCN(C(=O)c2ccccc2)CC1
13	4	Cc1cccc(C)c1NC(=O)CN1CCN(CCCC(c2ccc(F)cc2)c2ccc(F)cc2)CC1

New compounds follow:
Each structure is followed by: IDE act, IDE inh
Cc1nnc(SCC(=O)Nc2cc(S(=O)(=O)N3CCCC3)ccc2Cl)n1C1CC1
→ 3, -6
O=C(Nc1ccc(F)cc1)C1CCN(C(=O)c2ccc(F)cc2)CC1
→ 1, 1
CCOC(=O)C1=C(COC(=O)/C=C/c2ccco2)NC(=O)NC1C (stereo not drawn)
→ 1, -4
CCOC(=O)c1c(C)[nH]c(C)c1C(=O)COC(=O)c1cccs1
→ 2, 9
COCCNCc1ccccc1[N+](=O)[O-]
→ 4, 4
COc1ccc(COC(=O)c2ccc(Br)c(S(=O)(=O)N3CCOCC3)c2)cc1F
→ -3, -5
CC(C)CN(CC(C)C)C(=O)COn1nnc2ccc(S(=O)(=O)N3CCOCC3)cc21
→ 2, 1
CC(C)Cc1nnc(NC(=O)C2=COCCO2)s1
→ -1, 5
CCOC(=O)Cc1csc(SCC(=O)Nc2ccc3[nH]c(=O)[nH]c3c2)n1
→ 4, -5
COCCN(C(=O)CSc1n[nH]c(-c2ccccc2)n1)c1c(N)n(CC(C)C)c(=O)[nH]c1=O
→ 5, -2
Cc1ccc(C(=O)OCC(=O)N(Cc2ccccc2)C(C)C)cc1C
→ 3, 1
CC(C)CC1NC(=O)N(CC(=O)Nc2ccc3c(c2)OCCO3)C1=O (stereo not drawn)
→ 6, 0
Cn1c(=O)c2c(ncn2CC(=O)OCC(=O)Nc2sccc2C(N)=O)n(C)c1=O
→ 5, 0
CCCc1cc(=O)[nH]c(SCC(=O)NCCN2C(=O)CSC2=O)n1
→ -1, -3
CCOC(=O)[C@H]1[C@H]2COc3ccc(OC)cc3[C@@H]2N2C(=O)c3cc(OC)ccc3NC(=O)[C@@]12C
→ 1, 1

Screening results deposited in PubChem BioAssay by The Scripps Research Institute Molecular Screening Center.

Not all compounds are listed; rates above refer to the full screens.
